Yeast superoxide – yeast age-related superoxide inhibition as caloric restriction mimetic; S. cerevisiae aged cells, superoxide DHE fluorescence; stronger effect = lower value; superoxide response (% of plate mean), % at 10 µM; hit rate 0.18% among 330,000; AID 2690;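 active = superoxide response under a set limit, about three screen SD below normal, cut at about 65% in these data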;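 also: yeast aged for seven days with compound at 30 °C before DHE staining; 100% = average MFI of all compound-treated wells on the plate with controls excluded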
AGP1 TOR yeast – alters AGP1-GFP fluorescence in TOR pathway yeast screen | S. cerevisiae AGP1-GFP multiplex flow cytometry, 3 h; GFP as percent of DMSO wells | GFP response vs DMSO, % at 10 µM | hit rate 0.02% among 320,000;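 active = GFP response relative to DMSO above a set limit, near screen average plus 3 SD, cut at about 150% in these data; inconclusive = fewer than 70 cells counted for the yeast strain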;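 also: median GFP channel fluorescence of the gated AGP1 strain per well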
RPL19A-GFP yeast – modulators of TOR pathway RPL19A-GFP in S. cerevisiae. S. cerevisiae RPL19A-GFP strain, flow cytometry, 3 h; stronger effect = lower value. percent response vs DMSO, % at 10 µM. hit rate 0.3% among 330,000. AID 2025;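 active = percent response vs DMSO below 50%; inconclusive = fewer than 70 events counted for the yeast strain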;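 also: median channel GFP fluorescence of the barcoded RPL19A-GFP strain; ratio of sample median GFP to plate DMSO average so 100% = DMSO; lower means less RPL19A-GFP as with rapamycin TOR inhibition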
Efflux pump mplx – antifungal efflux pump inhibition, Nile Red retention; S. cerevisiae Candida pump triplex; inhibition, % at 10 µM; hit rate 0.44% among 330,000;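 active = plate passing quality check with inhibition over a set limit, or well fluorescence over plate mean plus 4 SD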;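 also: Nile Red retained in pooled yeast measured as flow cytometry median fluorescence; 0% = buffer negative control and 100% = Enniatin B positive control; higher means more Nile Red kept so more efflux inhibition; some compounds called inactive have numbers as strong as hits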
AHR act – activates the human aryl hydrocarbon receptor | P35869 | AHR-responsive luciferase reporter cells, luminescence | activation, % at 5 µM | hit rate 2.5% among 320,000; in the data active = activation above about 47%;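 also: 0% = vehicle wells and 100% = reference agonist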
Target sequence (P35869 whole entry, looked up): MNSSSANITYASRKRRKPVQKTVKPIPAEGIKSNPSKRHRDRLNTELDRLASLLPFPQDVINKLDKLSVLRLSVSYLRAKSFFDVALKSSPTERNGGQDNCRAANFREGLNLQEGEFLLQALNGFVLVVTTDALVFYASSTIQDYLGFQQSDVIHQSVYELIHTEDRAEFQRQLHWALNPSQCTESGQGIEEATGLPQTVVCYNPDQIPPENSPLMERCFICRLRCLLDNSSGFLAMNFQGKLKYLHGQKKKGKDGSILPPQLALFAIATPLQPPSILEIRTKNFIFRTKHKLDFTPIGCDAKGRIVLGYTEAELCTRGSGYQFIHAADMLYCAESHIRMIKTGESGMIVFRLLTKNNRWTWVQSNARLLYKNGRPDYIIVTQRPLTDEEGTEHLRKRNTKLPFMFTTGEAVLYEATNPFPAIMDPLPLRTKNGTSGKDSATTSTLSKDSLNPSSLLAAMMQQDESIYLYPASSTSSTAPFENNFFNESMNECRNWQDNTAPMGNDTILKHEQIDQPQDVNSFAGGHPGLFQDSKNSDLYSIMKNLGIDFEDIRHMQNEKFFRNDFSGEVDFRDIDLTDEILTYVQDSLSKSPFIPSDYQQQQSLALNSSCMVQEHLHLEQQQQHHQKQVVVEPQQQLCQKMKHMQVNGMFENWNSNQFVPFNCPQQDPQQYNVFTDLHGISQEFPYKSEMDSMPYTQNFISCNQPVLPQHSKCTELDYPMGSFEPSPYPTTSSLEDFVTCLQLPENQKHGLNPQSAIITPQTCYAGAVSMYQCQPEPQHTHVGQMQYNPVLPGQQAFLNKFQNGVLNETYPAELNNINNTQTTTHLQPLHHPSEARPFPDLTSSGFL
LAP4-GFP MLPCN – alters LAP4-GFP fluorescence in TOR pathway yeast screen; GFP response vs DMSO, % at 10 µM; hit rate 0.34% among 320,000; S. cerevisiae LAP4-GFP multiplex, flow cytometry GFP, 3 h; median GFP as percent of DMSO wells;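 active = GFP response vs DMSO above a set limit, about the screen mean plus 3 SD, cut at about 150% in these data; inconclusive = under 70 cell events counted for the yeast strain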
MEP2 TOR yeast – yeast TOR pathway MEP2-GFP modulation. S. cerevisiae MEP2-GFP strain, flow cytometry GFP, 3 h; 100% = DMSO control level. GFP response vs DMSO, % at 10 µM. hit rate 0.51% among 330,000. AID 2016;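 active = GFP response versus DMSO above a set limit, roughly screen mean plus 3 SD, cut at about 180% in these data; inconclusive = fewer than 70 cells counted for a yeast strain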;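 also: median GFP fluorescence of the barcode-gated MEP2-GFP cells per well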
CIT2 TOR yeast – yeast TOR pathway CIT2-GFP modulation; S. cerevisiae CIT2-GFP strain, flow cytometry, 3 h; 100 means same as DMSO wells; GFP response vs DMSO, % at 10 µM; hit rate 0.065% among 320,000; AID 2029;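 active = GFP response relative to DMSO above a set limit, near the screen mean plus 3 SD, cut at about 150% in these data; inconclusive = Fewer than 70 cells measured for a yeast strain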;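 also: ratio of well median GFP fluorescence to mean of DMSO wells on the plate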
Starred values were filed as active, the others as inactive; ? = inconclusive; . = no result given; [ ] = dose if it differs, or a comment.

entry	structure	Yeast superoxide	AGP1 TOR yeast	RPL19A-GFP yeast	Efflux pump mplx	AHR act	LAP4-GFP MLPCN	MEP2 TOR yeast	CIT2 TOR yeast
1	CCS(=O)(=O)NCCNc1ccc([N+](=O)[O-])cc1	95	101	92	0.0	2	87	101	97
2	CCOc1cc(NC(=O)c2ccccn2)c(OCC)cc1NC(=O)c1ccc(Cl)cc1	100	94	98	0.1	4	87	107	96
3	CCN(CCCNC(=O)C1CCN(S(=O)(=O)c2c(C)[nH]c(=O)[nH]c2=O)CC1)c1cccc(C)c1	104	101	102	0.1	-3	97	98	93
4	Cc1ccc(S(=O)(=O)N(C)C)cc1NC(=O)CN1CCCC1	94	81	87	-0.4	-1	88	93	101
5	CCc1ccc(NCc2nc(-c3ccccc3)no2)cc1	112	95	101	-0.3	10	99	98	89
6	O=C(Nc1ccc2oc(-c3ccccc3F)nc2c1)c1ncn[nH]1	111	115	105	0.0	-14	101	114	100
7	COc1ccc(NC(C)=O)cc1S(=O)(=O)N1CCN(C/C=C/c2ccccc2)CC1	82	104	100	0.0	3	106	97	115
8	COC(=O)c1[nH]c2ccccc2c1NC(=O)CN1CCCCCC1	105	104	95	0.1	8	104	120	95
9	Cc1ccc(CS(=O)Cc2ccc(C(=O)N3CCN(C4CCCCC4)CC3)o2)cc1 (configuration not stated)	79	102	106	0.0	3	98	100	116
10	O=C1C(=O)N(c2ccccc2)c2ccccc21	101	108	100	-0.2	0	103	106	100
11	CN(C)CC/C=C1\c2ccc(F)cc2Sc2cc(F)c(Cl)cc21	102	104	99	-0.1	0	101	107	104
12	O=C(COC(=O)COc1cccc(Br)c1)NCc1ccc2c(c1)OCO2	116	100	104	-0.3	1	89	103	113
13	Cc1sc(NC(=S)NC(=O)c2cccs2)nc1-c1ccc(C(C)C)cc1	100	98	96	0.9*	0	109	106	96
14	O=C(Nc1sc2c(c1-c1nc3ccccc3[nH]1)CCCC2)C1CCCC1	94	109	104	0.1	21	102	104	113
15	CC(CCc1ccccc1)NCC(O)c1cccc([N+](=O)[O-])c1 (configuration not stated)	91	105	101	0.1	1	96	88	93
16	Cc1ccc(Cn2nc(C)c3cc(C(=O)OCC(N)=O)sc32)cc1	99	100	98	0.0	-1	95	101	105
17	COc1ccc(NC(=O)CSc2nnc(-c3cnccn3)n2C)cc1OC	95	105	105	-0.2	4	95	104	108
18	CCc1nc2ccccc2c(C(=O)OCC(=O)NCCCN2CCCC2=O)c1C	102	94	93	0.1	6	98	100	90
19	Cc1ccccc1C(=O)NNC(=O)CSc1nc2ccccc2c(=O)[nH]1	83	102	102	0.0	7	101	105	106
20	CS(=O)(=O)c1ccc(NC(=O)c2cccc(-n3cnnn3)c2)cc1	110	92	91	0.0	4	90	95	86
21	O=C(Cc1ccc2c(c1)OCCO2)N1CCN(S(=O)(=O)c2ccccc2C(F)(F)F)CC1	114	96	98	0.4	-3	105	121	96
22	COc1ccc(C(=O)c2c3ccc(OC)cc3[n+]([O-])n2CCCC(N)=O)cc1	105	106	102	-0.1	19	105	104	103
23	CC(=O)c1ccc2noc(-c3cccc(F)c3)c2c1	91	19[may fluoresce violet]	59[may fluoresce violet]	0.4	4	68[may fluoresce violet]	193*[may fluoresce violet]	?
24	Cc1cc(C)cc(N(C(=O)CNC(=O)c2ccco2)C(C(=O)NC2CCCC2)c2ccncc2)c1 (configuration not stated)	102	97	100	-0.3	8	99	94	105
25	Cc1nn(CCO)c2ncc(C(=O)c3cc(F)ccc3O)cc12	93	98	100	0.0	1	93	98	108
26	O=C(NCc1ccco1)c1ccc(Cl)s1	105	99	97	-0.1	-1	112	99	92
27	O=C(OCC(O)CO)c1ccccc1Nc1ccnc2cc(Cl)ccc12 (configuration not stated)	102	90	94	-0.1	2	115	97	85
28	CCCc1cc(=O)[nH]c(SCC(=O)Nc2cccc3ccccc23)n1	90	103	98	0.1	2	91	106	109
29	COc1ccc(CN(CC2CCCO2)C(=O)CN2C(=O)COc3ccccc32)cc1OC (configuration not stated)	104	96	97	0.2	10	91	96	.
30	CCOC(=O)C1(CCOc2ccccc2)CCN(Cc2ccc(O)c(OCC)c2)CC1	117	101	108	-0.1	-2	85	115	111
31	Cn1ncc([N+](=O)[O-])c1C(=O)Nc1ccc(-c2nc3ccccc3o2)cc1	94	95	95	0.0	-7	129	102	82
32	Cc1ccsc1C(=O)NNC(=O)C1C2C=CC(C2)C1C(=O)O (configuration not stated)	93	100	98	-0.2	7	102	96	92
33	CC(NC(=O)c1ccccc1F)C(=O)O (configuration not stated)	83	92	92	0.4	-1	.	91	89
34	CCOC(=O)c1c(C)oc2c1C(=O)c1ccccc1C2=O	146	98	108	-0.2	14	115	96	98
35	Cc1ccc([N+](=O)[O-])cc1-c1ccc(/C=N/NC(=O)c2cc3c(ccc4ccccc43)o2)o1	108	98	96	0.2	12	117	100	104
36	CC1=NN(C(N)=S)C(=O)C1N=Nc1cccc(C)c1 (configuration not stated)	109	95	96	0.0	64*	95	95	90
37	CCSC1=N/C(=C\c2ccc3c(c2)OCO3)C(=O)S1	106	103	110	0.0	1	107	103	96
38	CCOC(=O)CSc1nc2ccccc2c(=O)n1CC(C)C	101	100	101	0.1	2	98	99	91
39	Cc1ccc(-c2[nH]c(=O)n3ccncc23)s1	102	99	95	-0.2	22	97	102	100
40	COc1ccc(N(CC(=O)Nc2ccccc2C(=O)NCCc2ccccc2)S(C)(=O)=O)cc1OC	98	99	98	-0.1	8	103	111	103
41	Cc1ccc(N2C(=O)C(NC(=O)c3c(F)cccc3F)(C(F)(F)F)C3=C2CC(C)(C)CC3=O)cc1 (configuration not stated)	104	90	97	0.5	2	88	98	89
42	O=C1c2ccccc2C(=O)N1CCCCCCc1ccccc1	95	104	100	-0.5	0	107	93	102
43	COc1ccc(OCc2n[nH]c(=S)n2N)cc1	86	107	98	-0.2	-2	116	99	98
44	COc1cccc(NC(=O)CSc2nc(C)cs2)c1	100	98	101	0.1	10	112	103	94
45	CN(C(=O)c1ccccc1-c1ccccc1C(=O)O)c1ccccc1	96	101	100	-0.1	7	90	100	103
46	O=C(CN1CCCCCC1)Nc1ccc(Br)cn1	104	101	98	-0.1	1	107	96	97
47	O=C(O)c1cc([N+](=O)[O-])ccc1NCc1ccccc1	139	94	97	-0.1	1	127	108	78
48	Cc1cccc(NS(=O)(=O)c2cc(C(=O)OCC(=O)Nc3cc(C)on3)ccc2C)c1	85	105	103	-0.1	1	97	105	108
49	CC(NC(=O)c1cccc(S(=O)(=O)N2CCc3ccccc3C2)c1)c1ccco1 (configuration not stated)	102	99	94	0.0	1	94	92	101
50	Cc1ccc(CN2CCN(Cc3cccn3-c3ccccn3)CC2CCO)o1 (configuration not stated)	78	98	104	0.2	6	88	102	98
51	CN(C)c1ccc(C(=O)OCC(=O)Nc2cccc(S(=O)(=O)N3CCCC3)c2)cc1	97	103	101	0.4	1	111	104	95
52	C=C1CCN(c2ccc(C(=O)NCc3ccc(OC)cc3)cc2[N+](=O)[O-])CC1	96	74	95	0.1	-1	126	89	69
53	O=C1OC(CO)CN1Cc1ccccc1 (configuration not stated)	102	97	103	-0.3	0	93	99	101
54	COc1ccc2cc3cc(C(=O)NCCCN4CCC(C)CC4)oc3nc2c1	89	94	96	-0.1	11	90	105	98
55	Cc1nn(-c2ccccc2)c2c1cc1c(=O)n(C)c(=O)nc-1n2-c1ccccc1F	107	95	96	0.0	9	109	98	100
56	O=C(N/N=C/c1ccccc1)c1n[nH]c2c1CCCC2	103	98	98	-0.2	4	97	90	93
57	COc1ccccc1C(c1nnnn1CCc1ccccc1)N1CCN(c2ccccc2)CC1 (configuration not stated)	88	96	97	0.0	5	95	97	97
58	O=C(Cn1c(NCCO)nc2ccccc21)c1ccccc1	101	98	99	0.0	8	100	104	100
59	Cc1ccc(CN(C(=O)c2sc3ccccc3c2Cl)C2CCS(=O)(=O)C2)cc1 (configuration not stated)	89	106	103	0.1	1	113	105	110
60	CCN(CC)c1ccc(NC(=O)c2cc(OC)cc(OC)c2)c(C)c1	120	.	90	0.1	-5	89	91	83

(further entries)
entry	structure	Yeast superoxide	AGP1 TOR yeast	RPL19A-GFP yeast	Efflux pump mplx	AHR act	LAP4-GFP MLPCN	MEP2 TOR yeast	CIT2 TOR yeast
61	O=C(O)c1cccc(NC(=O)c2ccc(CN3C(=O)c4ccccc4C3=O)cc2)c1	78	100	101	0.1	1	94	107	100
62	O=C(Nc1ccc(F)cc1F)c1ccco1	134	101	104	0.4	-6	96	105	103
63	Cc1ccc(C(=O)Oc2ccc3ccc(=O)oc3c2)cc1	102	85	92	-0.2	1	83	89	90
64	CCOC(=O)c1sc(Nc2ccc(F)cc2)nc1C	94	93	106	-0.1	-2	109	101	106
65	O=C(CSc1n[nH]c(-c2ccccc2Cl)n1)NC1CCCCC1	79	91	99	0.8	4	78	93	86
66	CC(=O)Nc1cccc(Cl)c1C(=O)O	91	112	106	-0.2	2	114	107	104
67	CC(C)CCNC(=O)Nc1ccc2c(c1)N(C)C(=O)CS2	99	99	90	0.2	47*	86	91	94
68	CCOC(=O)CCc1c(C)c2ccc(OCc3nn[nH]n3)cc2oc1=O	113	88	92	0.2	3	.	94	87
69	COc1ccc(N(CC(=O)NCc2ccc(F)cc2)S(=O)(=O)c2c(C)noc2C)cc1	135	97	91	-0.1	0	95	96	92
70	C/C(N)=C(/C#N)C(=O)COC(=O)CCCNC(=O)c1ccc(Cl)cc1	103	118	110	-0.1	-2	102	105	91
71	CCn1ccc(C(=O)Nc2c(C)nn(Cc3c(F)c(F)c(F)c(F)c3F)c2C)n1	114	98	98	0.4	1	93	99	95
72	Cc1cc(NC(=O)c2ccccc2)cc(NC(=O)c2ccccc2)c1C	100	97	103	0.1	78*	93	108	95
73	Cc1cc(=O)[nH]c(SC(C)C(=O)Nc2cccc3ccccc23)n1 (configuration not stated)	102	96	96	0.0	4	100	99	101
74	Cc1ncoc1C(=O)N1CCCC(C(=O)c2ccc(-c3ccccc3)c(F)c2)C1 (configuration not stated)	96	96	105	0.1	-1	99	103	101
75	CCCCNc1nnc(SCC(=O)N2CCN(S(=O)(=O)c3ccc4ccccc4c3)CC2)s1	90	91	93	-0.3	2	86	94	97
76	CCOC(=O)N1CCN(Cc2nc3cc(NC(=O)CC(C)C)ccc3n2C)CC1	93	93	98	-1.2	1	98	117	97
77	CC(C)(C)OC(=O)NCCCC[C@H](NC(=O)c1[nH]cnc1C(=O)Nc1ccc(Cl)cc1)C(=O)OC(C)(C)C	98	101	100	0.1	1	103	109	94
78	C=CCN1C(=O)c2ccc(C(=O)OCC(=O)Nc3ccccc3OC)cc2C1=O	99	101	100	0.0	-1	100	101	101
79	CN1CCN(S(=O)(=O)c2ccc(NC(=O)c3cccc(F)c3)cc2)CC1	99	87	93	0.7	0	90	111	92
80	O=C(c1cc2sccc2n1Cc1ccc(F)cc1)N1CCCc2ccccc21	110	95	99	-0.1	10	.	96	103
81	CN1C(=O)C(C)(C)N(C(=O)c2cccc([N+](=O)[O-])c2)c2ccccc21	105	86	89	-0.1	0	82	90	94
82	COC(=O)[C@@](C)(O)C1(C(=O)SC(C)(C)C)CC1	97	93	104	-0.2	-4	108	96	92

Compound activity from PubChem BioAssay.
